Assay outcomes (PubChem BioAssay)
aSyn tox rescue: qHTS of alpha-syn Inhibitors: NCGC Sytravon Library Screen; S. cerevisiae alpha-synuclein toxicity rescue, BacTiter-Glo growth, 24 h; Potency, µM (titrated, usually from 46.1 µM), inactives show at the highest dose growth rescue (activation), usual class: activators; 94,000 tested, 0.02% active; active = well fitted activation curve with a large enough effect; note: 0% is about no effect
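Growth restoration measured by BacTiter-Glo luminescence after 24 hr at 30 deg C; alpha-synuclein yeast, raffinose-pregrown to mid-log, were added at OD600=0.02 in galactose medium onto pinned compounds.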
An asterisk follows results filed as active; & = joins results of further samples. Potency is the fitted concentration of half-maximal effect. These rows are one share of the data, so the mix of outcomes need not match the whole.

Start of the data: the first four records, ahead of the listing:
SMILES	aSyn tox rescue
O=C(NNC1=NCCC1)C1CC1	10%
CN(C)C(=O)c1ccc(NC(=O)c2cccc(S(=O)(=O)N3CCCc4ccccc43)c2)cc1	19%
Cc1cn2c(N)c(/C=C3\C=Nc4ccccc43)c(=O)nc2s1	-3%
COc1ccc(C(=O)NCc2nnc(SCC(=O)Nc3ccccc3)n2-c2ccccc2)cc1	-6%

Results, from the first entry:
SMILES	aSyn tox rescue
O=C(NNC1=NCCC1)C1CC1	10%
CN(C)C(=O)c1ccc(NC(=O)c2cccc(S(=O)(=O)N3CCCc4ccccc43)c2)cc1	19%
Cc1cn2c(N)c(/C=C3\C=Nc4ccccc43)c(=O)nc2s1	-3%
COc1ccc(C(=O)NCc2nnc(SCC(=O)Nc3ccccc3)n2-c2ccccc2)cc1	-6%
Cc1nc2ccc(Cl)cn2c1[N+](=O)[O-]	7%
COc1ccc(N(CC(=O)NCCC(C)C)C(=O)c2snc(C(=O)NC3CCCCC3)c2N)c(OC)c1	0%
COc1ccc(-c2ccc(CN3C(CC(C)C)C(=O)N(Cc4cn(Cc5ccco5)nn4)CCS3(=O)=O)cc2)cc1OC (configuration not stated)	-5%
CCCS(=O)(=O)c1ncc(Cl)c(C(=O)N(Cc2ccccc2)Cc2ccco2)n1	13%
COc1ccccc1N1CCN(C(CNC(=O)C(=O)NCc2ccc(C)cc2)c2cccnc2)CC1 (configuration not stated)	4%
COc1ccc(C(=O)c2sc(Nc3ccccc3)nc2N)cc1	-18%
COc1ccc(C#Cc2cnc3c(c2)C(=O)N([C@H](C)CO)C[C@H](C)[C@@H](CN(C)C(=O)Nc2cccc(OC)c2)O3)cc1	2%
O=C(Nc1ccc2nc(SCC(=O)N3CCOCC3)sc2c1)c1cccc(Cl)c1	-10%
O=C(OCCOCCN=C1NS(=O)(=O)c2ccccc21)c1ccccc1	-4%
CCCNC(=O)OCc1cccnc1Sc1ccc(C)cc1	2%
COc1ccc(S(=O)(=O)n2nc(-c3ccco3)nc2NCc2ccc(C(C)C)cc2)cc1	4%
CCc1ccc(CNC(=O)C2CCN(c3nn4cc(-c5ccc(OC)cc5)nc4s3)CC2)cc1	-5%
Cc1ccc(C(=O)O)cc1-c1ccc(/C=C2\SC(=O)N(CC(=O)Nc3ccccc3)C2=O)o1	3%
Cc1ccc(CN2CCC[C@]3(N[C@H](c4ccc(C(F)(F)F)cc4)[C@@H]4C(=O)N(C)C(=O)[C@@H]43)C2=O)cc1	13%
CCOC(=O)c1ccc(Nc2c(-c3ccc(OC)cc3)nc3nc[nH]n23)cc1	6%
COc1cc(OC)c(NC(=O)CCn2cnc3onc(-c4ccc(F)cc4)c3c2=O)cc1Cl	-3%
O=C(NCC1CCN(Cc2cccc(Cl)c2)CC1)Nc1ccc(F)c(Cl)c1	-13%
Cc1ccc(NS(=O)(=O)c2ccc3c(c2)CC(C)N3C(=O)C2CCC2)cc1Cl (configuration not stated)	3%
CCCCN(CC)C(=O)CSc1nc2n[nH]c(C)c2c(=N)n1-c1cccc(Cl)c1	6%
CCn1c2ccccc2c2cc(NC(=O)CNC)ccc21	-6%
O=C(NC1CCN(C(=O)C2CCCCC2)CC1)c1ccccc1	9%

The listing continues:
SMILES	aSyn tox rescue
Cc1cc(C)c2c(n1)sc1c(=O)n(-c3ccccc3)c(=O)[nH]c12	2%
CC(=O)N1CCCc2cc(S(=O)(=O)N3CCCC(C(=O)NCc4ccccc4)C3)ccc21 (configuration not stated)	-6%
O=C(N/N=C\C=C\c1ccc([N+](=O)[O-])o1)c1cccs1	8%
CCOC(=O)c1[nH]c2ccccc2c1NC(=O)c1ccc(OCC)cc1	-5%
O=C(OCc1ccccc1Cl)c1ccc(-c2nnn(Cc3ccccc3)n2)cc1	0%
Cc1ccc2oc(=O)c3cnn(CC(=O)N4CCN(c5ccccc5)CC4)c3c2c1	-4%&4%
CCOC(=O)c1ccc(NC(=O)CCS(=O)(=O)c2cccc3nonc23)cc1	5%
COc1cc2c3c(cccc3c1)C(=O)N(CCN1CCCC1)C2=O	5%
Cc1cc(=O)n2nc(N3CCCC(C(=O)NCc4ccccc4)C3)sc2n1 (configuration not stated)	-8%
[O-][n+]1ccc(CC(O)(C(F)(F)F)C(F)(F)F)cc1	-15%
COc1ccc(CNC(=O)c2ccccc2SCC(=O)N2CCCC2)cc1OC	7%
CCN(CC)S(=O)(=O)c1cccc(N2CC(O)=C(c3ccccc3)C2=N)c1	1%
Cc1noc(NS(=O)(=O)c2ccc(NC(=O)C(F)(F)C(F)(F)C(F)(F)F)cc2)c1C	2%
COc1ccc(OC)c(C(C)NC(=O)Cn2c(=O)cc(C)c3c(C)nn(-c4ccc(C)cc4)c32)c1 (configuration not stated)	5%
Cc1ccc(N(CCC#N)C(=O)COC(=O)C2=COCCO2)cc1	3%
Cc1cccc(OCC(=O)N2CCc3ccccc3C2)c1C	10%
CCOC(=O)c1cc2c(=O)n3ccccc3nc2n(C(C)C)c1=NC(=O)c1ccco1	4%
COc1ccc(S(=O)(=O)Nc2cc3c4c(c2)CCC(=O)N4CCC3)cc1C	-9%
O=C1C(c2cccc(Br)c2)N(CCc2ccccc2)C(=O)CN1C1CCCCC1 (configuration not stated)	-5%
CCOc1ccc(CCNC(=O)Cn2c(-c3cccs3)cc3cc(F)ccc32)cc1OCC	1%
O=C(C1CC(=O)N(c2ccc(F)c(Cl)c2)C1)N1CCOCC1 (configuration not stated)	11%
COc1ccc(Cl)cc1C(=O)C1CCCN(Cc2cnc(N3CCOCC3)s2)C1 (configuration not stated)	5%
O=C(NC1CCCCC1)C(c1ccccc1F)N(Cc1ccco1)C(=O)c1ccccn1 (configuration not stated)	4%
O=C(Nc1nc2ccc([N+](=O)[O-])cc2s1)c1ccncc1	-1%
COc1cc2c(cc1OC)C(C)N(S(=O)(=O)c1cn(C)cn1)CC2 (configuration not stated)	-4%

The list goes on:
SMILES	aSyn tox rescue
CCc1cc(-c2nnn(CCC3COCCO3)c2CC)ccc1-c1cn(CCc2c[nH]c3ccccc23)nn1 (configuration not stated)	5%
CCc1cc2c(cc3c(=O)n(CC(=O)NC(C)C)nc(CC)n32)s1	1%
CSc1ncc(C(=O)NCc2cccc(Br)c2)c(-c2ccccc2)n1	-7%
COc1cc(NCCCCC(C)N)c2nccc(C)c2c1 (configuration not stated)	-2%
CCc1ccc2oc(C(=O)Nc3cccc(Cl)c3C)cc(=O)c2c1	8%
CC(C)c1ccc2oc(-c3ccc(Cl)c(NC(=O)Cc4ccccc4)c3)nc2c1	-5%
COc1ccc(N2CCN(C(=O)c3cc(S(=O)(=O)N4CCCCCC4)cn3C)CC2)cc1	0%
COc1ccc(Br)cc1/C=N/NC(=O)c1ccco1	-2%
Cn1c(-n2cccc2)c(-c2c(-c3ccc(F)cc3)[nH]c3c2c(=O)[nH]c(=O)n3C)c(=O)[nH]c1=O	-5%
CCOc1ccccc1CNC(=O)CN1C(=O)C2CCCCN2c2ccc(C(=O)N(C)C)cc21 (configuration not stated)	-8%
CCC(=O)N1CCc2cc(S(=O)(=O)NCCC(=O)Nc3cccc(SC)c3)ccc21	6%
COc1ccc(S(=O)(=O)N(C)C[C@H]2OCCCC[C@H](C)Oc3ccc(N(C)C)cc3C(=O)N([C@H](C)CO)C[C@@H]2C)cc1	9%
COc1ccc(O)c(-c2cc(-c3ccc(F)cc3)n[nH]2)c1	5%
FC(F)(F)c1ccc(-c2n[nH]c(=S)o2)nc1	-2%
CCCn1c(=O)c2sccc2n2c(CCCC(=O)N3CCN(c4cccc(Cl)c4)CC3)nnc12	2%
O=C(NCCCNC(=O)c1ccc(Cl)cc1Cl)c1ccccn1	-7%
Cc1ccccc1NC(=O)c1c(C)oc2ccc(O)c(CN3CCCC(C)C3)c12 (configuration not stated)	-1%
CCN(CC)S(=O)(=O)c1cccc(C(=O)N[C@H](C(=O)NNC(=O)c2ccccc2)C(C)C)c1	8%
O=C(COC(=O)C1CC2CCCC(C1)C2=O)Nc1nc(-c2ccc(F)c(F)c2)cs1 (configuration not stated)	-4%
CCCN(CCC)CCCNC(=O)Cn1cnc2onc(-c3ccc(F)cc3)c2c1=O	5%
CCCCn1c(=O)n(-c2ccc(Br)cc2F)c(=O)c2c3c(sc21)CN(C(C)=O)CC3	8%
COC(=O)c1ccc(OCC(O)Cn2cnc3cc(C)c(C)cc32)cc1 (configuration not stated)	1%
CCc1nn2c(=O)cc(COC(=O)c3ccccc3NC(=O)COc3ccc(F)cc3)nc2s1	-4%
Cc1nc2cccnc2n1C1CCN(S(=O)(=O)N(C)C)CC1	2%
CC(C)c1ccc(N(CC(=O)NC2CCCC2)C(=O)CCC(=O)Nc2nccs2)cc1	-2%

Reformatted: 4 of the compounds above.
> O=C1C(c2cccc(Br)c2)N(CCc2ccccc2)C(=O)CN1C1CCCCC1 (configuration not stated)
- aSyn tox rescue = -5%

> Cc1nc2cccnc2n1C1CCN(S(=O)(=O)N(C)C)CC1
- aSyn tox rescue = 2%

> CN(C)C(=O)c1ccc(NC(=O)c2cccc(S(=O)(=O)N3CCCc4ccccc43)c2)cc1
- aSyn tox rescue = 19%

> O=C(Nc1ccc2nc(SCC(=O)N3CCOCC3)sc2c1)c1cccc(Cl)c1
- aSyn tox rescue = -10%

Given with each value named: entries from further up.
molecule: Cc1nc2cccnc2n1C1CCN(S(=O)(=O)N(C)C)CC1
- aSyn tox rescue: 2%

molecule: CCC(=O)N1CCc2cc(S(=O)(=O)NCCC(=O)Nc3cccc(SC)c3)ccc21
- aSyn tox rescue: 6%

molecule: CCc1ccc2oc(C(=O)Nc3cccc(Cl)c3C)cc(=O)c2c1
- aSyn tox rescue: 8%

molecule: COc1cc(NCCCCC(C)N)c2nccc(C)c2c1 (configuration not stated)
- aSyn tox rescue: -2%

Further compounds follow.
SMILES	aSyn tox rescue
COc1ccccc1N1CCN(S(=O)(=O)c2cc(C)sc2C)CC1	-5%
O=C(COc1ccccc1Cl)OCc1cc(=O)n2nc(C3CCCCC3)sc2n1	1%
Clc1ccc(-c2nc3ccccn3c2Nc2ccc3c(c2)OCCO3)s1	-18%
O=C(C1CCN(c2ncnc3c2nc2n3CCCCC2)CC1)N1CCN(c2cccc(Cl)c2)CC1	30%
COC(=O)c1ccc(CNC(=O)COC(=O)c2ccc(N(C)C)cc2)cc1	-3%
COc1cccc([C@@H]2Nc3ccc(C(=O)O)cc3[C@@H]3C=CC[C@@H]32)c1OC	-28%
COCCNC(=O)c1cc2cc(Cl)cc(Cl)c2oc1=O	-5%
COc1ccc(S(=O)(=O)N2CCC(C(=O)N[C@@H](C)C(=O)NCc3ccccn3)CC2)cc1	5%
CCc1ccccc1NC(=O)Cn1nnc(C(=O)NCc2cccs2)c1N	2%
CCc1ccc(NC(=O)c2cc3c(=O)n(Cc4cccs4)ccc3nc2C)cc1	-25%
O=C(Cc1ccc([N+](=O)[O-])cc1)N1CCCCCC1	-10%
COc1cc(/C=N/NC(=O)c2cnccn2)cc(OC)c1OC	8%
CCOC(=O)c1cnn(-c2ccc(C(=O)Nc3cccc(C(C)=O)c3)cc2)c1N	0%
CCOc1ccc(-c2cnc(NCc3ccc(C(F)(F)F)cc3)n2C)cc1	-11%
Cc1cc2c(cc1S(=O)(=O)CCC(=O)NCc1ccccc1)OCC(=O)N2	-8%&-3%
COc1cccc(C2C(C(=O)Nc3ccc(Cl)cc3)=C(C)Nc3c(C(=O)Nc4ccccc4)cnn32)c1OC (configuration not stated)	2%
Cc1cc(C)c2c(N)c(C(=O)c3ccc(Br)cc3)oc2n1	-2%
CCN1CCN(C(=O)c2ccc3c(c2)N(Cc2ccc(F)cc2)C(=O)c2ccccc2S3(=O)=O)CC1	-10%
Cc1c(C)n2c(SCC(=O)N3CCCC3)nnc2[nH]c1=O	4%
CCOC(=O)c1cc(S(=O)(=O)N2CCN(Cc3ccccc3)CC2)cn1C	5%
COC(=O)c1c(NC(=O)/C(C#N)=C/c2ccccc2)sc2c1CCC2	0%
Cc1nn(C(C)C(=O)NCc2ccc(OC(C)C)cc2)c(=O)c2c1sc1ccccc12 (configuration not stated)	4%
COc1cccc(Cn2ccn(-c3ccc(F)cc3)c(=O)c2=O)c1	9%
CC(=O)N1CCc2c(sc3c2c(=O)n(-c2cc(Cl)ccc2C)c(=O)n3C)C1	-8%
CCOc1ccc(CNC(=O)C2CCN(C(=O)c3ccc(-n4ccc5ccccc54)s3)CC2)cc1	3%

(continued)
SMILES	aSyn tox rescue
COc1cc(Nc2cc(C)nc3ncnn23)cc(OC)c1	-3%
CCCCCCCOC(=O)c1nc(Cl)c(Cl)c(N)c1Cl	-24%
O=C(Nc1ccc(O)cc1)/C(=C/c1ccco1)NC(=O)c1ccccc1	-2%
CCc1ccccc1NC(=O)N1CCN(c2nnc(C)c3c(C)n(-c4ccccc4)nc23)CC1	10%
CCc1nn(CC(=O)NCC(C)c2ccccc2)c(=O)c2cc3c(OC)cccc3n12 (configuration not stated)	-7%
O=C(O)c1cc(-c2ccc(O)cc2)on1	9%
CCCN(CC(=O)Nc1ccccc1OC)Cc1c(O)ccc2ccccc12	-5%
COc1ccc2c(c1)c1c(c(=O)n(-c3ccccc3C)c(=O)n1CC(=O)Nc1c(C)cccc1C)n2C	-9%
O=C(O)C(Cc1ccccc1)N1C(=O)C2C3CCC(C3)C2C1=O (configuration not stated)	-8%
CCCOc1ccc(/C(O)=C2/C(=O)C(=O)N(CCCn3ccnc3)C2c2cccnc2)cc1 (configuration not stated)	8%
